High-throughput results: PubChem BioAssay, several laboratories
Yp Topo-I inh – Yersinia pestis topoisomerase I inhibitors, primary screen, biochemical, cleavage product accumulation, plate reader, single point; activity, % at 10 µM; Y. pestis Topo-I cleavage product accumulation; DNA topoisomerase I (Yersinia pestis CO92); hit rate 0.064% among 360,000; in the data active = activity above about 50%, passing the limit was not always enough; inconclusive = no clear call, values can overlap the other calls; also: inactives centre near 2
BoNT F protease – BoNT/F light chain protease inhibitors, primary screen, biochemical, flow cytometry, MLPCN library; inhibition, % at 10 µM; hit rate 0.22% among 360,000; Botulinum neurotoxin type F light chain protease (Clostridium botulinum); Multiplex microsphere protease cleavage assay; AID 588497, 2011; in the data active = inhibition above about 35%, passing the limit was not always enough; inconclusive = no clear call, values can overlap the other calls; also: plate controls were buffer without enzyme for full effect and enzyme alone for no effect
CCHFV vOTU inh – CCHFV vOTU protease inhibitors, primary screen, biochemical, Pep-AMC substrate, fluorescence. inhibition, % at 11.5 µM. hit rate 0.55% among 370,000. Crimean-Congo hemorrhagic fever virus L polyprotein viral ovarian tumor (vOTU) protease …; in the data active = inhibition above about 30%; also: 0% = vehicle wells with enzyme and 100% = no enzyme wells
PfHsp40 rescue – rescue of yeast from PfHsp40 toxicity, primary screen, S. cerevisiae, ATP luminescence; S. cerevisiae expressing PfHsp40, growth rescue; growth rescue, % at 12.5 µM; hit rate 0.68% among 340,000; in the data active = growth rescue above about 28%, passing the limit was not always enough; inconclusive = no clear call, values can overlap the other calls;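 also: yeast W303a lacking pdr1 and pdr3 grown in galactose medium; growth measured after three days at 30 °C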
FadD28 binding – inhibitors of FadD28 bisubstrate probe binding, primary screen, biochemical, fluorescence polarization, single point; Mycobacterium tuberculosis FadD28 fatty-acid-AMP ligase; inhibition, % at 12.5 µM; hit rate 0.22% among 360,000; AID 588549, 2011; in the data active = inhibition above about 8.5%, passing the limit was not always enough; inconclusive = no clear call, values can overlap the other calls
Anthrax LF prot – Bacillus anthracis LF protease inhibitors, primary screen, biochemical, multiplex microsphere, MLPCN library; multiplex microsphere protease cleavage assay; inhibition, % at 10 µM; Lethal factor (Bacillus anthracis), P15917; hit rate 0.12% among 360,000; also: plate controls were buffer without enzyme for full effect and enzyme alone for no effect
BoNT-A LC inh2 – BoNT/A light chain protease inhibitors, primary screen, biochemical, flow cytometry, MLPCN library. inhibition, % at 10 µM. Botulinum neurotoxin type A light chain protease (Clostridium botulinum A str. ATCC 3502). AID 588499, 2011. multiplex microsphere protease substrate cleavage. hit rate 0.17% among 360,000; also: plate controls were buffer without enzyme for full effect and enzyme alone for no effect
TcdB GH inh – TcdB glycohydrolase inhibitors, primary screen, biochemical, single point, plate reader | Toxin B (Clostridioides difficile), P18177 | TcdB glycohydrolase enzymatic assay | inhibition, % at 9.99 µM | hit rate 0.24% among 350,000; in the data active = inhibition above about 10%
PrPC TRFRET – inhibitors of human cell surface prion protein PrPC, primary screen, cell-based, TR-FRET. TR-FRET read-out. inhibition, % at 13.8 µM. hit rate 0.43% among 370,000. AID 720596, 2013; in the data active = inhibition above about 24%; also: 0% = median of the test wells and 100% = reference compound wells
* = called active by the depositor; ? = inconclusive; nt = not tested or not shown. Rule as the data show it, unless noted: active = inhibition above about 30%; inconclusive = no clear call, values can overlap the other calls; inactive = below that. Hits appear at their usual frequency; any-hit rate near 2.3%.

compound	Anthrax LF prot	PrPC TRFRET	BoNT F protease	CCHFV vOTU inh	Yp Topo-I inh	TcdB GH inh	BoNT-A LC inh2	FadD28 binding	PfHsp40 rescue
COc1cc(OC)c(S(=O)(=O)NC(C)C)cc1S(=O)(=O)NC(C)C	-4	4	-3	-8	4	-3.2	0.3	0.8	-2.0
Cc1cc(C(F)F)n2nc(C(=O)Nc3sc4c(c3C#N)CCC4)nc2n1	-3	2	-10	12	-3	-0.1	-0.2	-1.4	-0.7
NC(c1ccccc1)c1csc(NC(=O)NCC2CCCCC2)n1 (stereo not given)	-9	4	-3	6	8	-0.2	-0.7	-1.6	nt
FC(F)(F)c1cc(-c2ccco2)nc(NCc2ccco2)n1	-7	-5	6	-2	0	nt	-0.5	-0.5	-1.1
Cc1ccc(C2c3sc(=O)[nH]c3SC3C(=O)NC(=O)C32)cc1 (stereo not given)	-4	-1	-5	4	-10	nt	-0.4	-2.1	-0.2
O=C(C1CCCO1)N1CCN(Cc2nc3ccccc3c(=O)[nH]2)CC1 (stereo not given)	-3	-6	-2	2	-1	nt	-0.6	-1.3	0.7
Cn1ncc(Br)c1C(=O)N1CCOCC1	-10	-6	-10	5	6	6.4	-0.7	0.6	-1.0
CN(Cc1ccccc1)C(=O)c1oc(=O)c2ccccc2c1-c1ccccc1	-6	-1	-10	-3	3	nt	-1.5	-1.6	5.1
CC1(C2CC2)NC(=O)N(CC(=O)Nc2ccc(SC(F)F)cc2)C1=O (stereo not given)	-12	-5	-7	22	-6	1.9	0.6	-7.7	-0.4
O=C(Nc1ccccc1C(=O)O)c1ccc(Br)o1	-3	-4	2	-2	3	2.4	-0.6	-0.4	1.0
CCOc1cc(CNc2ccc3c(c2)OCCO3)cc(Br)c1OC	-12	5	-6	12	-5	nt	-0.1	-2.4	-0.4
COc1ccc(C(=O)NCN2CCN(c3ccccc3)CC2)cc1OC	-8	1	-12	2	5	0.3	-0.6	-5.2	-0.7
COc1ccc(CC(=O)N2CCN(c3cccc(Cl)c3)CC2)cc1OC	1	12	?	6	3	0.8	-5.2	-1.7	-0.7
CCN(C(=O)CSc1n[nH]c(-c2ccc(OC)cc2)n1)c1c(N)n(Cc2ccccc2)c(=O)[nH]c1=O	-9	4	-1	1	-3	1.1	-0.2	-2.9	-0.1
Nc1cc(N2CCCCCC2)c2nonc2c1[N+](=O)[O-]	7	-8	3	-6	5	0.1	2.1	nt	-0.6
Cn1c(=O)c2[nH]c(COc3ccccc3)nc2n(C)c1=O	-10	3	-4	-2	-1	2.1	-0.1	-3.1	-2.4
CC(Oc1cc2oc(=O)c3c(c2cc1Cl)CCC3)C(=O)NCc1cccnc1 (stereo not given)	2	-3	-4	-25	15	-1.5	0.4	-0.3	1.1
COC(=O)C(C(=O)OC)N1C(=O)CCC1=O	5	-8	-4	6	2	-0.6	-0.5	-0.7	-0.8
Cn1cccc1/C=N\NC(=O)Cc1ccc(Br)c2ccccc12	-1	31*	4	-6	33	nt	0.0	-2.4	-1.4
COC(=O)c1ccccc1C(=O)N(c1ccccc1)c1ccccc1	-12	5	?	2	8	2.0	1.8	0.5	-0.3
O=C(NN=Cc1c(O)ccc2ccccc12)c1ccc2c(c1)OCO2	2	-1	0	9	-11	0.5	-0.1	-1.6	0.1
CSCC[C@H](NC(=O)[C@H]1CC[C@H](CNC(=O)[C@@H](N)Cc2ccccc2)CC1)C(=O)O	-2	-3	-2	-15	1	1.0	-0.4	nt	-0.9
COc1ccc(C2CC(c3ccccc3)n3nnnc3N2)cc1 (stereo not given)	4	-5	-4	21	6	nt	1.2	-2.6	4.2
COCCCn1c(=O)c2sccc2n2c(CCCC(=O)N(C)Cc3ccco3)nnc12	1	1	1	7	6	1.2	-3.0	-0.4	0.2
CSc1nc2ccc(NC(=O)c3cccs3)cc2s1	-5	25*	-11	4	-11	5.2	-0.1	-0.5	158*
O=C(N/N=C/c1ccc2c(c1)OCO2)c1ccc2c(c1)OCO2	-1	8	2	29	-2	-0.4	-1.5	-3.6	0.5
COc1ccc(Cc2nnc(NN)[nH]c2=O)cc1OC	-8	0	-8	-11	2	-9.0	-3.0	-4.1	0.3
CN(NC(=O)C(C)(C)C)c1nc(-c2ccccc2)nnc1C(F)(F)F	5	-1	?	9	3	nt	0.6	-3.2	-0.4
CCOC(=O)N1CCN(S(=O)(=O)c2ccc3c(c2)CC(C)N3C(C)=O)CC1 (stereo not given)	-1	-1	6	9	6	-0.8	0.3	-4.6	0.0
CC(C)C(C)(C#N)NC(=O)CSc1nc(C2CCCCC2)n(-c2ccccc2)n1 (stereo not given)	-1	0	38*	16	37	nt	3.3	-2.8	1.9
FC(F)(F)c1cc(-c2cccs2)nc2ncnn12	-10	2	2	-228	7	0.1	0.0	-0.3	-0.3
COC(C[C@H](O)C[C@H](O)[C@@H](C)OCc1ccccc1)OC	2	3	5	-8	8	0.8	0.5	-2.3	-0.5
COc1cc2c(cc1OC)-c1cc(Nc3ccccc3)nc(=O)n1CC2	7	-4	17	5	-2	0.2	-4.5	-3.6	0.7
O=c1c2c(nc3nc(NCc4ccc(Cl)cc4)[nH]n13)CCC2	-3	5	-6	2	2	0.7	-1.6	-4.9	1.0
COc1ccc(N=Cc2c(O)n(CC3CCCO3)c(=O)[nH]c2=O)cc1 (stereo not given)	-2	6	-5	-6	4	0.0	-0.5	-0.5	-0.7
COc1ccccc1N1CCN(c2ncnc3sc(C)c(-c4ccccc4)c23)CC1	-1	nt	1	nt	7	nt	-2.3	0.9	0.0
Cc1cccc(C)c1NC(=O)CN(C)C(=O)c1ccc2nc[nH]c2c1	nt	-6	nt	-3	1	0.7	nt	-2.0	1.1
CCC(=O)NC(c1ccco1)c1cc(Cl)c2cccnc2c1OC (stereo not given)	1	-6	-1	-3	9	-0.6	0.1	-2.3	-0.6
CCNC(=S)SCCOc1ccccc1C	-2	-6	-1	4	4	2.2	-0.2	-3.5	3.6
CCOCCN1CCN(C2c3ccccc3CSc3ccccc32)CC1 (stereo not given)	-8	2	-8	9	19	1.2	-1.3	-1.1	0.8
CCC(C)NC(=S)NNC(=O)c1ccc(C(C)(C)C)cc1 (stereo not given)	-4	3	3	-1	5	nt	0.0	-0.4	6.9
CC1(C)CC(=O)C(C=NCc2ccc3c(c2)OCO3)=C(O)C1	5	1	2	1	-3	nt	0.4	-2.3	-1.5
CCCC(=O)Nc1ccc(NC(=O)c2ccccn2)cn1	-1	3	5	16	2	nt	0.3	-1.1	0.0
COc1ccc(NC(=O)COC(=O)C2CC2)cc1S(=O)(=O)N1CCCCC1	-11	-6	-5	-1	2	2.5	-0.8	-2.8	-0.4
CCOc1ccc(-n2c(CC)nc3ccccc3c2=O)cc1	-10	-7	-22	10	-1	1.8	-3.1	0.7	-0.8
O=C1c2ccccc2S(=O)(=O)N1Cc1cc(=O)n2ccsc2n1	5	2	25	11	-2	nt	0.4	-2.1	4.9
COC(=O)C1C(=O)C(C(=O)/C=C/c2ccccc2)C(=O)CC1(C)C (stereo not given)	4	5	2	-4	38	0.0	-1.2	-1.4	-0.9
O=C(Nc1cccc(-c2ccc(N3CCOCC3)nn2)c1)c1ccccc1	-14	1	-63	-7	1	2.0	-43	-1.7	1.2
CCC(C)(C)n1nnnc1C(c1cc2cc(C)cc(C)c2[nH]c1=O)N1CCCC1 (stereo not given)	7	3	2	-1	7	nt	9.9	-4.2	-0.3
O=C(CNC(=O)c1cccc(Cl)c1)NCCCSc1ccccc1	-1	-2	5	-1	9	1.5	-1.0	-2.1	1.9
COc1ccc(C(C)=O)cc1Cn1c(C)c(C(=O)NCc2cccc(Cl)c2)sc1=O	-7	1	0	4	8	0.1	0.5	-1.5	nt
CCCCC[C@@H](C)N1C[C@@H](COCc2ccccc2)Oc2cc(N3CC[C@H](O)C3)ccc2S1(=O)=O	-1	3	2	25	nt	1.0	0.3	nt	nt
CC(C)N1CCC(N2CCN(Cc3nc4ccccc4s3)CC2CCO)CC1 (stereo not given)	2	-5	-4	-4	-3	0.2	1.4	-2.5	-0.1
CC(C)NC(=O)[C@]1(C)CCC[C@@]2(C)C3CC[C@@]4(C)C[C@]3(CCC21)CC4=O (stereo not given in full)	-7	4	8	-1	17	0.9	0.1	-1.6	1.6
Cc1ccc(OCCn2c(Br)nc3c2c(=O)n(C)c(=O)n3C)cc1	-8	8	4	0	7	nt	-1.1	-0.2	-0.2
CCOC(=O)Cc1csc(NC(=O)c2ccc(S(=O)(=O)N3CCCCC3)cc2)n1	2	-2	1	5	24	nt	?	-1.6	-0.1
Cc1nc(N2CCN(c3ccccn3)CC2)c2c(C)c(C(=O)Nc3ccc(Br)cc3C)sc2n1	-3	0	0	-12	40	2.5	1.0	-1.4	1.2
CCn1cc(C(=O)N[C@H](C(=O)NCCCn2ccnc2)C(C)C)c(=O)c2cc3c(cc21)OCO3	-6	-3	-4	0	1	0.7	-0.8	-0.1	-0.7
COc1cccc2cc(-c3nc4ccccc4o3)c(=O)oc12	-4	3	-11	2	17	0.7	0.2	-1.5	-0.3
Cc1cc(C)cc(NC(=O)CSc2cc(C(=O)c3nccn3C)c3ccccc3n2)c1	-2	7	-6	-2	-2	nt	-0.9	0.8	-1.2

Gathered by group: those above containing a cyano group
compound	Anthrax LF prot	PrPC TRFRET	BoNT F protease	CCHFV vOTU inh	Yp Topo-I inh	TcdB GH inh	BoNT-A LC inh2	FadD28 binding	PfHsp40 rescue
Cc1cc(C(F)F)n2nc(C(=O)Nc3sc4c(c3C#N)CCC4)nc2n1	-3	2	-10	12	-3	-0.1	-0.2	-1.4	-0.7
CC(C)C(C)(C#N)NC(=O)CSc1nc(C2CCCCC2)n(-c2ccccc2)n1 (stereo not given)	-1	0	38*	16	37	nt	3.3	-2.8	1.9

The list continues:
compound	Anthrax LF prot	PrPC TRFRET	BoNT F protease	CCHFV vOTU inh	Yp Topo-I inh	TcdB GH inh	BoNT-A LC inh2	FadD28 binding	PfHsp40 rescue
CCOC(=O)c1cnc(SCC(C)C)nc1N	0	4	-3	0	0	nt	0.2	-0.6	-0.5
CCCCC1C(C#N)=C(C)NC2=C1C(=O)CC(C)(C)C2 (stereo not given)	1	6	-2	-69	-12	nt	0.2	-8.2	0.6
O=C1C2C3C=CC(C3)C2C(=O)N1CCC(=O)N1CCc2ccccc21 (stereo not given)	-2	-7	0	6	8	nt	-0.5	0.5	-1.0
O=C(CN1C(=O)NC2(CCCC2)C1=O)Nc1nc(-c2ccc(F)c(F)c2)cs1	0	10	-2	9	-7	0.8	0.6	-2.2	0.3
Cc1ccc(SCC(=O)NNC(=O)c2ccccc2)c(C)c1	15	-6	12	6	5	5.0	2.0	-4.2	-1.2
O=C(NCCc1ccccc1)C1CC(=O)N(C2CCCC2)C1 (stereo not given)	-2	1	-2	2	2	0.7	1.2	-3.0	-0.6
COc1ccc(N=Cc2c(OC)ccc3ccccc23)cc1	-1	11	?	-4	-2	1.7	0.4	-1.1	-0.2
O=C(CSc1nnnn1-c1ccc(Cl)cc1)Nc1cccnc1Cl	0	1	8	-18	5	nt	-0.4	0.7	-0.5
CCOC(=O)n1c(=O)n(Cc2ccc(F)cc2)c2ccccc21	1	4	-2	13	18	0.4	0.1	-3.6	-3.4
CN(C)c1nc2n(c(=S)n1)CCS2	-2	6	-44	-2	0	nt	-1.2	-0.5	-0.4
